AID inhibitor: Primary qHTS assay for inhibitors of Activation Induced Cytidine Deaminase (AID): AID signal. Potency, µM (titrated, usually from 115 µM), without a hit: top-dose activity change, negative = inhibition, most hits filed as inhibitors. 91,000 tested, 0.32% active. AID 1347428, 2020. AID deamination FRET fluorescence, UDG-coupled, 4 h. Single-stranded DNA cytosine deaminase (Homo sapiens), Q9GZX7; further: nearly all actives have a fitted effect of over 25% in size
Target sequence (Q9GZX7 whole entry, looked up): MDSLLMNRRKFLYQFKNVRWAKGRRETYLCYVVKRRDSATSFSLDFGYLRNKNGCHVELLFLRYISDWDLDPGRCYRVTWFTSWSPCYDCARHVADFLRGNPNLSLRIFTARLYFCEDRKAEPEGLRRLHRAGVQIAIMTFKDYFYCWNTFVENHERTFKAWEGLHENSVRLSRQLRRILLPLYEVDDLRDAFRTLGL
UDG counterscr: Primary qHTS assay for inhibitors of Activation Induced Cytidine Deaminase (AID): UDG Counterscreen signal | Uracil-DNA glycosylase | 91,000 tested, 0.14% active | FRET deamination/UDG coupled assay, UDG read, 4 h | Potency, µM (highest dose often 115 µM), inactives show at the top dose activity change, negative = inhibition, most hits filed as inhibitors | AID 1347430, 2020; further: nearly all actives have a fitted effect of over 65% in size
* hit, by the source's call; u = inconclusive; [ ] = remark or other dose. The call rests on the fitted dose curve; in most records, active means well fitted curve in the direction sought with a large enough effect; inconclusive means small, poorly fitted or top-dose-only effect, or another doubt; inactive means no such curve, though single readings can be large; an effect the other way counts as inactive or inconclusive. On the % scale 0 is the no-effect control and ±100 the full control effect; potency means the concentration at half of the fitted maximal effect. Some of the compounds tested; count on the stated rates, not on these rows.

SMILES | AID inhibitor | UDG counterscr
Cc1cccc(CNCc2ccco2)c1 | -3% | 3%
C/C=C/C(=O)OCC(=O)c1ccc(Br)s1 | 28% | 4%
Cc1cc(C)nc(SCCS(=O)c2ccc(C(C)(C)C)cc2)n1 (configuration not stated) | -11% | -5%
COc1cccc(N2CCN(S(=O)(=O)c3ccc(-n4cnnn4)cc3)CC2)c1 | -12% | 4%
COc1ccc(NS(=O)(=O)c2cc(C(=O)N3CCc4sccc4C3)ccc2Cl)cc1 | 0% | 11%
CCOc1cc(-c2nc3c(c(CC)nn3-c3ccccc3)c3cc(OC)c(OC)cc23)ccc1O | 6% | u
COC(=O)c1sc2nc(CN(C)Cc3ccc(F)cc3)[nH]c(=O)c2c1C | 57%[activator] | -14%
CCOC(=O)c1ccc(NC(=O)CSc2nc3c(-c4ccccc4)c[nH]c3c(=O)n2CC)cc1 | 5% | 11%
CCc1ccccc1NC(=O)C(=O)NCC(c1cccnc1)N1CCc2ccccc21 (configuration not stated) | -17% | u
O=C(NCC(c1ccco1)N1CCCC1)c1cc(=O)c2cc(Br)ccc2o1 (configuration not stated) | 8% | 4%
COC(=O)C1CCN(Cc2cc(=O)oc3cc(C)c(Cl)c(C)c23)CC1 | -16% | 1%
Cc1ccc(N2CC(NC(=O)Cc3ccc(F)cc3)CC2=O)cc1 (configuration not stated) | 4% | 2%
C/C(=N/NC(=O)c1ccc(C)cc1)C(C)(C)C | 2% | -4%
CCc1ccccc1-n1nnc(-c2nc(-c3ccccc3F)no2)c1C | 15% | 0%
Cc1ccc(C)c(C(C)NC(=O)C2CCCCC2)c1 (configuration not stated) | 1% | 3%
Cc1ccc(-c2csc(/C=C/c3cccc(O)c3)n2)cc1 | 17% | 5%
COc1ccccc1CN1CCNC(=O)C1=O | -2% | 7%
CCOc1ccc(N2CC(NC(=O)CC(C)(C)C)CC2=O)cc1 (configuration not stated) | -6% | 10%
Cc1cc(C(C)(C)C)cc(C)c1S(=O)(=O)N1CCN(Cn2ncc3ccccc3c2=O)CC1 | -4% | 5%
CC(NC(=O)c1ccccc1)C1CC2CCC1C2 (configuration not stated) | -2% | 5%
CN(C)CCCNCCCN | 19% | 10%
COc1ccccc1C(=O)Oc1ccc(F)cc1C(=O)/C=C/c1ccccc1Cl | -17% | 2%
Cc1c(C#N)c(NC(=O)CN(CC(N)=O)C(C)C)n(Cc2ccco2)c1C | 68%[activator] | -2%
CCCOc1ccc(NC(=O)CC2C(=O)N(c3ccc(C)cc3)C(=O)N2C2CCCC2)cc1 (configuration not stated) | 0% | -11%
Cc1ccc(-c2[nH]ncc2CNCc2ccccc2)cc1 | -3% | 3%

Some of these compounds in order of SMILES length, rising:
SMILES | AID inhibitor | UDG counterscr
CCOc1ccc(N2CC(NC(=O)CC(C)(C)C)CC2=O)cc1 (configuration not stated) | -6% | 10%
Cc1ccc(N2CC(NC(=O)Cc3ccc(F)cc3)CC2=O)cc1 (configuration not stated) | 4% | 2%
O=C(NCC(c1ccco1)N1CCCC1)c1cc(=O)c2cc(Br)ccc2o1 (configuration not stated) | 8% | 4%
CCc1ccccc1NC(=O)C(=O)NCC(c1cccnc1)N1CCc2ccccc21 (configuration not stated) | -17% | u

(cont.)
SMILES | AID inhibitor | UDG counterscr
NC(=O)COc1ccc(/C(Cc2ccccc2)=N/O)c(O)c1 | -3% | -9%
CCc1ccc2c(CN3CCc4ccccc43)cc(=O)oc2c1 | -12% | -8%
CCC(=O)Nc1ccc(S(=O)(=O)NCCn2nc(-c3ccccc3)ccc2=O)cc1 | 0% | 11%
CCn1nc(C(=O)N(Cc2nc3ccccc3c(=O)[nH]2)C(C)C)c2ccccc2c1=O | -14% | -4%
Cc1cc(C)n(-c2nc3c(c(=O)n(C)c(=O)n3C)n2Cc2c(F)cccc2Cl)n1 | -5% | 6%
CC(C)c1ccc(OCc2cc(=O)n3c(-c4ccccc4)csc3n2)cc1 | 68%[activator] | -17%
COc1ccc(S(=O)(=O)N(CC(=O)NCCc2ccccc2)c2ccc(Cl)cc2)cc1 | 18% | 4%
COc1ccc(CCNC(=O)c2ccc3c(c2)N=C(C)c2ccccc2S3)cc1OC | -28% | -9%
Clc1ccc(-c2noc3ncnc(N4CCCCC4)c23)cc1 | -24% | -10%
CCOc1ccc(CCNC(=O)c2cccc(-n3c(C)nc4cccnc43)c2)cc1 | 10% | 9%
CCc1c(C(=O)/C=C/c2cccc(C#N)c2)oc2ccccc12 | -13% | -1%
CCc1ccc(NC(=O)C2CCCN2S(=O)(=O)c2ccc3c(c2)CCCC(=O)N3)cc1 (configuration not stated) | -2% | 8%
Cc1cc(=O)oc2cc(OCC(=O)c3cccc4ccccc34)ccc12 | 0% | 1%
CCOc1ccc(NC(=O)NCCc2c(C)nn(C)c2C)cc1 | 18% | 0%
COc1cccc(NC(=O)COc2ccc3c(C)cc(=O)oc3c2)c1 | 4% | -1%
O=C(NCCc1ccccn1)c1cc(F)cc(F)c1 | 1% | 5%
COc1ccc(OC)c(CCNC(=O)c2ccc3c(c2)N(Cc2ccc(C)cc2)CCS3)c1 | 6% | 9%
COc1ccc2c(c1OC)C(=O)OC2CC(=O)c1ccccc1 (configuration not stated) | -13% | -7%
CCc1cccc(CC)c1NC(=O)C1CCC(CNS(=O)(=O)c2cccc3nsnc23)CC1 (configuration not stated) | 2%[57.5 µM] | -14%[57.5 µM]
COc1ccc(/C=C/c2ccccc2)cc1 | 4% | -4%
COc1ccc(C2c3c(oc4ccc(C)cc4c3=O)C(=O)N2CCCN2CCOCC2)cc1OC (configuration not stated) | 34%[activator] | 2%
O=[N+]([O-])c1ccc(C(=C(c2ccccc2)c2ccccc2)c2ccc([N+](=O)[O-])cc2)cc1 | -19% | -14%
O=C(/C(=C\c1ccc(Cl)cc1Cl)c1nc2ccccc2o1)c1ccccc1 | -18% | -5%
CCC1(O)CC(C)N(C)CC1C (configuration not stated) | -7% | 2%
N#CC1CCN(C(=O)c2cc(=O)[nH]c3ccccc23)CC1 | 8% | 4%

Sorted by the number under AID inhibitor (high to low): some entries from above
Structure	AID inhibitor
COc1ccc(S(=O)(=O)N(CC(=O)NCCc2ccccc2)c2ccc(Cl)cc2)cc1	18%
N#CC1CCN(C(=O)c2cc(=O)[nH]c3ccccc23)CC1	8%
COc1cccc(NC(=O)COc2ccc3c(C)cc(=O)oc3c2)c1	4%
CCC(=O)Nc1ccc(S(=O)(=O)NCCn2nc(-c3ccccc3)ccc2=O)cc1	0%
COc1ccc2c(c1OC)C(=O)OC2CC(=O)c1ccccc1 (configuration not stated)	-13%
O=C(/C(=C\c1ccc(Cl)cc1Cl)c1nc2ccccc2o1)c1ccccc1	-18%
O=[N+]([O-])c1ccc(C(=C(c2ccccc2)c2ccccc2)c2ccc([N+](=O)[O-])cc2)cc1	-19%

(continued)
SMILES | AID inhibitor | UDG counterscr
COc1ccc(S(=O)(=O)N2CCN(C(=O)c3cc(-c4ccc(Br)cc4)n[nH]3)CC2)cc1OC | 5% | -20%
Cc1cccc(-n2ncc(C(=O)N3CCC(C)CC3)c2C2CCN(C(=O)OC(C)(C)C)CC2)c1 | -15% | -1%
COc1ccc(C(=O)Nc2c(C)cccc2C(C)C)cc1F | -1% | 1%
CC(NC(=O)COc1ncnc2ccc(Br)cc12)c1ccccc1 (configuration not stated) | -7% | 7%
Cc1ccccc1C(=O)c1cc2ccccc2o1 | -9% | -4%
Cc1ccc(NC(=O)c2sc3nc4n(c(=O)c3c2C)CCCCC4)c(Br)c1 | -11% | -6%
Cn1c(=O)n(-c2ccc(F)c(Cl)c2)c(=O)c2sc3ccccc3c21 | 22% | 2%
COC(=O)COC(=O)c1sc(=S)n(C)c1C | -6% | -5%
COc1ccc(-c2noc(-c3cccc(Br)c3)n2)cc1 | -2% | -3%
CCN(c1ccc(OC)cc1)S(=O)(=O)c1ccc2[nH]c(=O)ccc2c1 | 7% | 2%
COc1ccc(S(=O)(=O)n2nc(C)c(S(=O)(=O)N3CCCCCC3)c2C)cc1 | 72%[activator] | 0%
COc1cc(NC(=O)c2ccc(NC(=O)N3CCSc4ncccc43)cc2)cc(OC)c1 | 10% | 4%
Cc1cccc(NC(=O)CSc2nc3c(oc4ccccc43)c(=O)n2C(C)C)c1 | u | -1%
Cc1ccc(-c2noc(COc3ccccc3C(=O)N3CCN(C(C)C)CC3)n2)cc1 | -7% | -2%
O=C(NCC(c1ccc2c(c1)OCO2)N1CCN(c2ccccc2)CC1)C(=O)Nc1ccccc1F (configuration not stated) | 2% | -12%
CCC(C)NC(=O)Cn1c(=O)n(-c2ccc(C)c(C)c2)c(=O)c2c(C)c(C(=O)N(CC)CC)sc21 (configuration not stated) | -6% | -20%
CCOc1cc(-c2nnc(SCC(=O)NCc3ccccc3)nc2-c2ccc(OC)c(OCC)c2)ccc1OC | -4% | -5%
CCc1cccc(Nc2ncnc3onc(-c4ccc(F)cc4)c23)c1 | u | -2%
CC(=O)N1CCC(C(=O)Nc2c(F)cc(F)cc2Br)CC1 | -18% | 8%
C(=N\Nc1nc(Nc2ccccc2)nc(N2CCCCC2)n1)/c1ccncc1 | 3% | 6%
Cc1cc(C)c(Sc2ccccc2-c2ccccc2)c(C)c1 | -3% | -1%
CCOC(=O)/C(C#N)=C/c1sccc1C | 1% | -7%
CCc1ccccc1NS(=O)(=O)c1ccc2[nH]cc(C(=O)NC3CCCC3)c(=O)c2c1 | 3% | -18%[57.5 µM]
COc1ccc(N2CCN(S(=O)(=O)c3ccc4c(c3)CC(C)N4C(C)=O)CC2)cc1 (configuration not stated) | 6% | 2%
Cn1nc(C(=O)Nc2cc(C(F)(F)F)ccc2N2CCOCC2)c2ccccc2c1=O | -1% | 9%

Single records (already shown). Screens in order: AID inhibitor, UDG counterscr
CCc1ccccc1NS(=O)(=O)c1ccc2[nH]cc(C(=O)NC3CCCC3)c(=O)c2c1 as listed: 3%, -18%[57.5 µM]
Cc1ccccc1C(=O)c1cc2ccccc2o1 as listed: -9%, -4%

Carrying on.
SMILES | AID inhibitor | UDG counterscr
COc1ccc(NC(=O)Cn2ncc3ccc(OC)c(OC)c3c2=O)cc1Cl | -4% | -9%
Cc1nc(-c2ccncc2)sc1C(=O)O | 4% | 7%
COc1ccccc1NC(=O)CSc1oc(-c2cccs2)nc1S(=O)(=O)c1ccc(Br)cc1 | -4% | -10%
CCc1ccc(NC(=O)c2ccc3c(O)c(S(=O)(=O)c4ccccc4)c(=O)[nH]c3c2)cc1 | u | 13%
CCCc1cc(C(=O)N2CCCC2c2cccc(C)c2)no1 (configuration not stated) | -1% | -7%
CCOC(=O)N1CCC(NC(=O)c2cc3cc(OC)ccc3[nH]2)CC1 | 5% | -1%
COc1ccc(C(=O)c2c(N)c(C#N)c3n2CCCC3)cc1 | -4% | -2%
CCOCCCNC(=O)Nc1cc(C(=O)NCc2ccc(C(C)C)cc2)ccc1N1CCCC1 | -18% | -5%
CCCC(=O)NCCCCCCNC(=O)CCC | 8% | 7%
CCN1c2ccccc2-c2nc(SCC(=O)NCc3ccc(C)cc3)ncc2S1(=O)=O | 4% | 21%
CCc1c(C)nc(Nc2nc(C)c3cccc(OC)c3n2)[nH]c1=O | u | 0%
COc1ccc(CCNC(=O)c2cc3c(-c4ccc(OC)c(OC)c4)nn(C)c3s2)cc1OC | u | u
CCOc1ccccc1C(=O)NCc1ccc2c(c1)CCN2C(=O)c1ccccc1 | 5% | 0%
CNC[C@H](O)c1ccc(O)c(O)c1 | -1% | -7%
CC(=O)N1CCc2cc(Br)cc(S(=O)(=O)NCCc3ccc(Cl)cc3)c21 | 1% | -4%
COC(=O)c1ccc(COC(=O)c2cc(-c3ccco3)nc3ccccc23)cc1 | u | 9%
CCCc1cc(=O)oc2cc(OCC(=O)NCCCO)ccc12 | 0% | -1%

Four compounds drawn at random from the list so far:
SMILES | AID inhibitor | UDG counterscr
CCc1ccc(NC(=O)c2ccc3c(O)c(S(=O)(=O)c4ccccc4)c(=O)[nH]c3c2)cc1 | u | 13%
CCOc1ccccc1C(=O)NCc1ccc2c(c1)CCN2C(=O)c1ccccc1 | 5% | 0%
CC(=O)N1CCc2cc(Br)cc(S(=O)(=O)NCCc3ccc(Cl)cc3)c21 | 1% | -4%
CCCC(=O)NCCCCCCNC(=O)CCC | 8% | 7%

Bioassay records: PubChem, National Center for Advancing Translational Sciences (NCATS)
